MITF inh: human MITF inhibition, primary screen. 650,000 compounds, 0.91% hits. AlphaScreen MITF homodimerization, bead proximity signal. inhibition, % at 2.6 µM. AID 1259374; in the data active = inhibition above about 50%;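 also: 0% = vehicle wells with protein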
GPR151 ag: human GPR151 activation; activation, % at 11.2 µM; 650,000 compounds, 1% hits; PathHunter beta-arrestin GPR151 cells, luminescence; Q8TDV0; in the data active = activation above about 4.9%;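 also: 0% = median of compound wells and 100% = cells with positive control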
Target sequence (Q8TDV0 whole entry, looked up): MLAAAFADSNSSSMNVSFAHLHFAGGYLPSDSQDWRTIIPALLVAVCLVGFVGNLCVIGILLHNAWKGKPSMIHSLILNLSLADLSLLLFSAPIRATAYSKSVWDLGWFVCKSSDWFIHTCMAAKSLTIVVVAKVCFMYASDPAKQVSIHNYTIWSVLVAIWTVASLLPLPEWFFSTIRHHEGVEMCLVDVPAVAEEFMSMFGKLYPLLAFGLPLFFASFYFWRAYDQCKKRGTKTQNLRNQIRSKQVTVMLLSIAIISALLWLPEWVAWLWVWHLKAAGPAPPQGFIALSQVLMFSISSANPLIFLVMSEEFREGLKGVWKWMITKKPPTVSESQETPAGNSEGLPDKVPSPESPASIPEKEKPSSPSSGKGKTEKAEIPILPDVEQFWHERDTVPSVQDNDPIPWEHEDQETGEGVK
TEAD-YAP block: TEAD-YAP interaction inhibition; HEK-TIYL cells, TEAD-Gal4/YAP UAS-luciferase luminescence; inhibition, % at 9.12 µM; 640,000 compounds, 1.4% hits; AID 1259422; in the data active = inhibition above about 32%;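 also: 0% = median of test compound wells and 100% = reference inhibitor wells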
FBW7 activator: activators of human E3 ligase FBW7 | AlphaScreen FBW7–phospho-cyclin E peptide binding, activator screen | AID 1259310 | Q969H0 | 650,000 compounds, 0.13% hits | normalized activity (activation), % at 26.1 µM; in the data active = normalized activity above about 1.9%;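 also: purified mutant Fbw7 with reduced substrate affinity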
Target sequence (Q969H0 whole entry, looked up): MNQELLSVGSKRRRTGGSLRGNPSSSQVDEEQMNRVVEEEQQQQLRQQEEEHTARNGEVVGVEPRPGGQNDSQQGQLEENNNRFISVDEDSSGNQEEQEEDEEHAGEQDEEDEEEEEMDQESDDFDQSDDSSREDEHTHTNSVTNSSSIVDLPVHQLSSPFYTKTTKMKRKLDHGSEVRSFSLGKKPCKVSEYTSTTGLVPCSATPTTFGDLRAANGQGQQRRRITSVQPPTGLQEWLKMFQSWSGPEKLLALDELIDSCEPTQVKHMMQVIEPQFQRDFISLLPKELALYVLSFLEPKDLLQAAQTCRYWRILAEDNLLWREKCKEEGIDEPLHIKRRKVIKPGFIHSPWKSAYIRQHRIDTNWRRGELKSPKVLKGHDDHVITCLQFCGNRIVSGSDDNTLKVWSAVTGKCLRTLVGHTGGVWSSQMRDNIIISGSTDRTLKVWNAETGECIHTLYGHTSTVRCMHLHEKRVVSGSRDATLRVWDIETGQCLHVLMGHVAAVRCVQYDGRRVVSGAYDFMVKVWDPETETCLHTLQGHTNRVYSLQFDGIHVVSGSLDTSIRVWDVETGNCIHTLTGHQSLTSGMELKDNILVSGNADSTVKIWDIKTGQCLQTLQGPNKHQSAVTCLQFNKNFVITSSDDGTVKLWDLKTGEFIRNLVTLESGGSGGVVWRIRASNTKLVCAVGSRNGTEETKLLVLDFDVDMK
An asterisk follows results filed as active; & = joins results of further samples.

Values in the order – MITF inh | GPR151 ag | TEAD-YAP block | FBW7 activator
COc1ccc(Nc2ncnc3c2oc2ccccc23)c(OC)c1
 : -7.0 | 2.0 | 9.0 | 0.2
CC(C)(C)n1nnnc1C(c1ccncc1)N(Cc1ccco1)Cc1cccs1 (stereo not given)
 : -4.1 | 0.7 | -4.7 | -0.1
Cc1ccc(C(=O)COC(=O)C(Cc2c[nH]c3ccccc23)NC(=O)c2ccc(Cl)cc2)cc1 (stereo not given)
 : 19.2 | -0.6 | 6.3 | 0.0
O=C(Nc1nc(-c2ccncc2)cs1)c1nc2ccccc2s1
 : 6.3 | 2.5 | -3.0 | 0.0
CCc1nn(C(C)C(=O)O)c(=O)c2cc3ccsc3n12 (stereo not given)
 : 4.4 | -0.3 | 4.2 | 0.3
O=C(NCc1ccco1)C1CCCN1C(=O)Nc1ccccc1[N+](=O)[O-] (stereo not given)
 : 5.1 | 0.3 | 2.9 | 0.1
Cc1ccc2cc(CN(Cc3ccc(F)cc3)C(=O)C(F)(F)F)c3nnnn3c2c1
 : -1.6 | 0.9 | -5.9 | 0.7
CCCCc1ccc(/C=N/NC(N)=O)s1
 : 13.0 | -0.6 | -2.5 | 0.2
CC1=C(C(=O)OCc2ccccc2)C(c2ccc(O)cc2)n2nnnc2N1 (stereo not given)
 : -21.6 | 0.1 | -6.4 | -0.2
CCC(C)Nc1nc(Cl)nc(NCCOc2ccccc2)n1 (stereo not given)
 : -6.2 | 0.1 | -17.6 | 0.0
c1ccc(-c2nn(-c3ccccc3)[n+](-c3nn[nH]n3)n2)cc1
 : 15.4 | -0.2 | 2.1 | 0.1
CCOC(=O)C1=C(C(=O)OCC)SC(=C2C(=S)C(C)(C)N(C(=O)CN3C(=O)c4ccccc4C3=O)c3c(OC)cccc32)S1
 : 6.4 | -0.1 | 11.4 | -0.1
COc1cccc(C(NC(=O)C2CCN(C(=O)OC(C)C)CC2)c2ccccn2)c1 (stereo not given)
 : 1.5 | -1.1 | 4.1 | 1.5
O=C(NCc1ccco1)C1CC12CCN(C(=O)C1CCCN(c3ccccn3)C1)CC2 (stereo not given)
 : 15.6 | -0.3 | 4.3 | -0.1
COc1ccc([N+](=O)[O-])cc1NC(=O)c1cnc(N2CCN(c3ncccn3)CC2)c2ccccc12
 : -4.4 | 0.3 | 36.3* | -0.1

(cont.)
Values in the order – MITF inh | GPR151 ag | TEAD-YAP block | FBW7 activator
COc1ccc(N(C(=O)c2ccccc2C)C2C=CS(=O)(=O)C2)cc1 (stereo not given)
 : 4.4 | -0.5 | 6.0 | 0.0
O=C(Cn1ncc2c1-c1ccccc1OC2)NC1CCCc2ccccc21 (stereo not given)
 : -4.5 | 1.0 | 0.1 | 0.0
Cc1ccc(C)c(NC(=O)COc2cccc3c2CCN(Cc2ccccc2F)C3=O)c1
 : -4.2 | 0.9 | 2.3 | -0.1
COC(=O)c1ccc(C(=O)OC)c(Nc2ncnc(N)c2[N+](=O)[O-])c1
 : 2.0 | -0.3 | -1.4 | 0.2
COc1cc(=O)n2c(c1C(=O)N1CCCC(O)C1)CCN(Cc1ccccc1C)CC2 (stereo not given)
 : -32.5 | 0.7 | -2.6 | 0.1
CC(=O)Nc1ccc2nc(NC(=O)COc3ccc(C)cc3)sc2c1
 : -1.2 | 2.3 | -19.7 | -0.1
CC1CC(C)CN(C(=O)Cn2c(=O)oc3cc(S(=O)(=O)N4CCOCC4)ccc32)C1 (stereo not given)
 : 1.4 | 0.2 | -2.3 | 0.1
CCOC(=O)CCC(=O)Nc1c(C(=O)Nc2ccc3c(c2)OCCO3)oc2ccccc12
 : 14.4 | -0.6 | -9.9 | 0.5
O=C1NC(c2ccc3c(c2)OCO3)C(C(=O)c2cccnc2)C(O)(C(F)(F)F)N1 (stereo not given)
 : 9.8 | -0.7 | -58.3 | 0.1
COc1ccc(CC(=O)Nc2ccccc2C(F)(F)F)cc1
 : 15.5 | -0.5 | -1.0 | 0.2
O=C(NC1CCCCC1)Oc1c(Cl)cc2oc(=O)sc2c1Br
 : 4.2 | -0.4 | 6.9 | -0.3
CSc1ccccc1C(=O)Nc1nc(-c2cccnc2)cs1
 : 14.3 | 0.3 | 0.2 | 0.1
Cc1cc(C)n(-c2nc3c(c(=O)n(C)c(=O)n3C)n2C)n1
 : -5.7 | -1.6 | 1.2 | 0.0
O=C(O)C1C(c2ccccc2)C(C(=O)Oc2ccccc2)C1c1ccccc1 (stereo not given)
 : 1.6 | 2.2 | 2.8 | 0.2
CC(C)(C)OC(=O)N1CCC[C@H]1C(=O)NC12CC3CC(CC(C3)C1)C2
 : -5.5 | 1.3 | 1.0 | 0.1

Continued.
Values in the order – MITF inh | GPR151 ag | TEAD-YAP block | FBW7 activator
CCNC(=S)N1CCN(CC(=O)Nc2ccc(OC)cc2)CC1
 : -0.1 | 0.5 | 1.5 | 0.2
CCOC(=O)c1ccc(Nc2ncnc3sccc23)cc1
 : -2.5 | 0.4 | -23.7 | -0.1
Cn1c(=NC(=O)C2CC2)sc2cc(F)cc(F)c21
 : 26.5 | -1.0 | -14.0 | 0.3
CC(C)(C)NC(=O)C(=O)N/N=C/c1ccccc1O
 : 53.0* | 0.1 | -44.4 | -1.8
COc1cccc(C2NC(=S)NC(C)=C2C(=O)Nc2ccc(C)cc2C)c1OC (stereo not given)
 : -7.3 | -0.5 | 13.6 | 0.0
O=C(NCc1ccccc1)c1ccc2nc(N3CCc4ccccc4C3)sc2c1
 : -0.7 | 5.6* | -62.8 | -0.1
CNC(=O)CN(c1ccc(Cl)cc1Cl)S(=O)(=O)c1ccccc1
 : -7.0 | 0.7 | -4.6 | -0.1
COc1ccc(CCn2c(=O)c3ncccc3n(CC(=O)Nc3ccccc3C)c2=O)cc1OC
 : 4.0 | 0.0 | 4.9 | 0.1
COc1cc2nc(-c3cccc(OC(F)(F)F)c3)nc(NCC3CCCO3)c2cc1OC (stereo not given)
 : 6.9 | -2.2 | 2.7 | 0.3
O=Cc1c[nH]c2ccc(S(=O)(=O)N3CCCCC3)cc12
 : -14.8 | 0.1 | 0.4 | 0.0
CCCN1CCC(C2(CC)NC(=O)N(CCc3ccc(OC)cc3)C2=O)CC1 (stereo not given)
 : 0.3 | 0.4 | -4.9 | -0.1
COC(=O)c1c(NC(=O)C2CCCCC2C(=O)O)sc2c1CCCC2 (stereo not given)
 : 2.8 | 0.3 | 6.7 | 0.0
Cc1oc(-c2ccccc2F)nc1CS(=O)(=O)CC(=O)N1CCc2ccccc21
 : -3.1 | 0.3 | -2.3 | -0.1
COc1cc(-c2nc3cnccn3c2NCc2ccc(F)cc2)ccc1O
 : -3.3 | -0.2 | -11.8 | -0.1
Cc1[nH]c2ccccc2c1C(=O)CSC(=S)N1CCN(C)CC1
 : 3.8 | -0.6 | -20.7 | -0.2

(cont.)
Values in the order – MITF inh | GPR151 ag | TEAD-YAP block | FBW7 activator
CCOc1ccc2ccccc2c1C1NC(=S)N(C)C(C)=C1C(=O)OC (stereo not given)
 : 5.7 | -0.2 | 21.4 | 0.0
O=C(Nc1ccc2c(c1)OCO2)N1CCCC2(C1)NCCc1c2[nH]c2ccccc12 (stereo not given)
 : 0.7 | -0.6 | 2.2 | 0.3
CC(=O)CC(=O)Nc1cccc(C(F)(F)F)c1
 : -3.0 | 2.2 | 4.8 | 0.2
Cc1ccc(C2=N/C(=C\c3cccc([N+](=O)[O-])c3)C(=O)N2)cc1
 : 8.2 | 0.7 | 13.6 | 0.8
COC(=O)c1[nH]c(C)c(/C(O)=C/C(=O)C(=O)NCCN2CCOCC2)c1C
 : 1.9 | -1.0 | -10.5 | -0.2
Oc1c(I)cc(Cl)c2cccnc12
 : 4.4&17.1&18.6 | 0.1&0.1&-0.4 | -7.3&10.0 | -0.2&-0.1&-0.2
COc1ccccc1C(=O)N(c1ccccc1)c1ccccc1
 : 6.5 | -0.6 | -5.4 | 0.0
Cc1cc(C)cc(NS(=O)(=O)c2ccc3c(c2)OCCN3C)c1
 : 9.8 | 0.0 | 16.4 | 0.2
CNS(=O)(=O)c1cc(Nc2ncnc3sccc23)ccc1C
 : -8.2 | 0.1 | -13.5 | -0.1
COc1cccc(C(=O)NCC2Cc3cc(-c4ccccc4C(C)=O)ccc3O2)c1OC (stereo not given)
 : 8.0 | 0.9 | -18.1 | 0.1
O=c1[nH]c(O)c(C=NCc2cccc(C(F)(F)F)c2)c(=O)[nH]1
 : 8.6 | -1.0 | 9.4 | 0.8
CC1CCCCC1NC(=O)CN1CCC(NC(=O)Cc2ccccc2)CC1 (stereo not given)
 : -1.9 | 0.3 | 6.9 | 0.3
COc1ccccc1N(CC(=O)Nc1ccc2c(c1)OCO2)S(C)(=O)=O
 : 8.2 | 0.1 | 0.2 | 0.1
CCOC(=O)c1cnc2c(C)cc(Cl)cc2c1Nc1ccc(OC)c(OC)c1
 : -5.1 | -0.7 | -22.0 | 0.0
Cc1ccc(NC(=O)c2sc(=S)n3c2[nH]c(=O)c2sccc23)cc1Cl
 : 10.6 | 0.2 | -11.0 | 0.1

Next section.
Values in the order – MITF inh | GPR151 ag | TEAD-YAP block | FBW7 activator
Cc1ccc(-n2nc3c(c2NC(=O)C(C)(C)C)CS(=O)(=O)C3)cc1
 : 3.1 | 1.0 | -3.2 | -0.1
Cn1c(=S)sc2c(N3CCCCCC3)ncnc21
 : 4.7 | 0.9 | 3.8 | 0.0
Cc1cc(C)cc(N2C(=O)C3CC=CCC3C2=O)c1 (stereo not given)
 : 9.0 | 1.9 | -1.4 | 0.2
Cn1cc(CCCC(=O)NCc2cccnc2)c2ccccc21
 : 6.6 | 0.9 | 4.0 | -0.1
CCC(C)NC(=O)c1cc(Nc2ccc(OC)cc2)nc2ccccc12 (stereo not given)
 : 1.9 | 1.7 | 16.5 | 0.2
O=C1N=C(N2CCOCC2)S/C1=C\c1ccc(F)cc1
 : 9.7 | -0.9 | -24.7 | 0.0
COc1ccc(C(=O)Cn2nc(Cc3ccccc3)sc2=N)cc1OC
 : -0.8 | -1.0 | -18.1 | 0.7
CC1CCc2c(sc(N)c2C(=O)Nc2cccc(Cl)c2)C1 (stereo not given)
 : 5.3 | -0.6 | -8.2 | -0.2
CC(C(=O)Nc1ccc(S(N)(=O)=O)cc1)N1C(=O)c2ccccc2C1=O (stereo not given)
 : 14.7 | 0.4 | -2.1 | 0.2
CCOc1ccc(C2C(=O)N(C3CCCCC3)CC(=O)N2C2CCCc3ccccc32)cc1OC (stereo not given)
 : -8.8 | 0.4 | 1.1 | 0.2
Cc1ccc([C@@H]2C[C@H]3CN(Cc4ccccc4C)C(=O)[C@]34CCCN24)o1
 : 9.8 | -1.2 | -1.9 | 0.0
CCOC(=O)c1ccc(-n2nc(C(F)(F)F)c3c(C)cc(=O)oc32)cc1
 : -3.0 | -0.6 | -4.2 | 0.1
O=C(O)CCCCCn1c(SCC(=O)NCc2ccco2)nc2ccsc2c1=O
 : 8.3 | 0.5 | -1.5 | -0.1
Cc1ccc(SCC(=O)Nc2nnc(CC(=O)NCc3ccccc3)s2)cc1
 : 10.7 | -0.5 | 4.1 | 0.0
O=C(/C=C/c1ccccc1)Nc1sc2c(c1C(=O)NCC1CCCO1)CCC2 (stereo not given)
 : 12.3 | -0.3 | -0.3 | 0.2

Part of the list above, as tab-separated lines:
Structure	MITF inh	GPR151 ag	TEAD-YAP block	FBW7 activator
Cn1c(=S)sc2c(N3CCCCCC3)ncnc21	4.7	0.9	3.8	0.0
Cc1cc(C)cc(N2C(=O)C3CC=CCC3C2=O)c1 (stereo not given)	9.0	1.9	-1.4	0.2
Cn1cc(CCCC(=O)NCc2cccnc2)c2ccccc21	6.6	0.9	4.0	-0.1
CCC(C)NC(=O)c1cc(Nc2ccc(OC)cc2)nc2ccccc12 (stereo not given)	1.9	1.7	16.5	0.2

Next part
Values in the order – MITF inh | GPR151 ag | TEAD-YAP block | FBW7 activator
O=C1NC(C(F)(F)F)(C(F)(F)F)N=C2C(Cl)=CC(C(F)(F)F)=CN12
 : -2.8 | 0.0 | -5.2 | 0.1
CCOc1ccc(C(C)NCCO)cc1 (stereo not given)
 : 5.0 | -0.8 | -0.5 | -0.2
COc1ccc(CC(=O)N2CCC(c3nc(C)ncc3-c3ccncc3)CC2)cc1
 : 16.6 | 0.0 | -17.4 | 2.4*
COc1cccc(C(=O)/C=C/Nc2ccccc2C(N)=O)c1
 : 6.5 | -4.2 | 4.6 | -0.2
CCc1nc2c(cnn2-c2ccccc2)c(=O)n1-c1ccccc1OC
 : 1.3 | 0.3 | 13.5 | 0.0
Cc1cc(C)nc(NC2=NCC(=O)N2c2ccc(Cl)cc2Cl)n1
 : -2.9 | 1.5 | 5.0 | -0.1
COc1ccc(C2NC(=O)c3c(sc4c3CCC(C)C4)N2)cc1 (stereo not given)
 : -22.1 | 0.4 | -23.8 | 0.0
CN(C)S(=O)(=O)c1ccc(NCCO)c(C(=O)O)c1
 : -4.2 | -1.2 | 2.4 | -0.1
CC1=NNC(=O)C1CCC(=O)N/N=C(\C)c1ccco1 (stereo not given)
 : 18.4 | -0.6 | 1.9 | 0.2
O=C1c2nccnc2C(=O)N1c1ccc(Cl)c(C(F)(F)F)c1
 : 8.1 | -1.6 | -1.0 | 0.6
CCOC(=O)c1c(NC(=O)c2nn3c(C(F)(F)F)cc(-c4ccco4)nc3c2Cl)sc2c1CCCC2
 : -7.7 | -0.4 | -10.9 | 0.3
COc1cc(C)c(Br)cc1S(=O)(=O)NCc1ccncc1
 : 2.0 | 2.2 | 15.0 | -0.1
CCOC(=O)C1=C(c2ccccc2)N=c2s/c(=C/c3ccc(-c4ccccc4C(=O)OC)o3)c(=O)n2C1c1cccs1 (stereo not given)
 : -7.2 | -1.9 | 6.1 | -0.2

Compounds as they come; overall some 3.5% were active at least once.
